# Screens from PubChem.
# ZTA counter: blocks Epstein-Barr virus ZTA, an EBNA-1 counter-screen | P03206 | ZTA-DNA binding, fluorescence polarization | inhibition, % at 11 µM | hit rate 0.15% among 320,000 | AID 2234; in the data active = inhibition above about 33%
# PREPL inh: human PREPL enzyme inhibition | Q4J6C6 | recombinant PREPL, fluorescence polarization activity-based probe | inhibition, % at 5.96 µM | hit rate 0.68% among 320,000 | AID 2751; in the data active = inhibition above about 43%;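 note: 0% = enzyme with DMSO and 100% = wells lacking enzyme; many of its hits are not listed in these tables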
# TPT1 inhibitor: blocks Candida albicans tRNA 2'-phosphotransferase; recombinant caTPT1, FP RNA substrate dephosphorylation; AID 1962; inhibition, % at 5 µM; hit rate 0.81% among 300,000;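 active = inhibition above the mean of all tested compounds plus 3 SD, set per screening campaign, cut at about 24% in these data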;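 note: plate controls were DMSO alone for no effect and ferristatin control at 100 nM for full effect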
# Efflux pump mplx: inhibitors of Candida antifungal efflux pumps expressed in yeast; S. cerevisiae Candida pump triplex, Nile Red efflux; inhibition, % at 10 µM; hit rate 0.44% among 330,000;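 active = plate passing quality check with inhibition over a set limit, or well fluorescence over plate mean plus 4 SD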;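 note: Nile Red retained in pooled yeast measured as flow cytometry median fluorescence; 0% = buffer negative control and 100% = Enniatin B positive control; higher means more Nile Red kept so more efflux inhibition; some compounds called inactive have numbers as strong as hits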
# CTSL1 counter: blocks F. hepatica cathepsin L1 in PFM18AAP counter-screen. recombinant F. hepatica cathepsin L1, Z-Leu-Arg-MCA fluorescence. inhibition, % at 5.96 µM. hit rate 0.49% among 300,000. AID 1906;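 active = inhibition above the mean of all tested compounds plus 3 SD, set per screening campaign, cut at about 17% in these data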;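 note: 0% = plate median of test compound wells and 100% = 1 µM Z-Phe-Ala-diazomethylketone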
# PP1 inh: blocks human PP1-alpha phosphatase, a PP5 counter-screen | purified PP1alpha, OMFP fluorescence | hit rate 0.9% among 320,000 | inhibition, % at 6.7 µM | AID 2235;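 active = inhibition above the mean inhibition of all tested compounds plus 3 SD, computed separately for each screening campaign, cut at about 15% in these data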
# Target sequence (P62136 whole entry, looked up): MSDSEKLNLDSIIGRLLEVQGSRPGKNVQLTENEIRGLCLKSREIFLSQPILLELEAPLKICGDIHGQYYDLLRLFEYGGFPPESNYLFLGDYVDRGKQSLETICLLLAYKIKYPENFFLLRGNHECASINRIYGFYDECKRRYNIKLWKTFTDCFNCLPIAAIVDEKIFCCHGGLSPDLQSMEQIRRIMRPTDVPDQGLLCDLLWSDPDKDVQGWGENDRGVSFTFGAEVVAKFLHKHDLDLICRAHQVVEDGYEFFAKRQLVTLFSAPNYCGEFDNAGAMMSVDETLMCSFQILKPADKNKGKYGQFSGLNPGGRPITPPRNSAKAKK
# EBNA-1 inh: blocks EBNA-1 binding to DNA. EBNA-1 DNA binding, fluorescence polarization. inhibition, % at 14.8 µM. hit rate 0.34% among 300,000. AID 1950; in the data active = inhibition above about 28%
# PP5 inh: blocks human protein phosphatase 5 activity; purified PP5c, OMFP substrate fluorescence; hit rate 0.18% among 320,000; AID 1987; inhibition, % at 6.7 µM;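 active = inhibition above the campaign's mean inhibition across all tested compounds plus 3 SD, cut at about 9.5% in these data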;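 note: 0% = DMSO only and 100% = 100 µM cantharidin control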
# Target sequence (P53041 whole entry, looked up): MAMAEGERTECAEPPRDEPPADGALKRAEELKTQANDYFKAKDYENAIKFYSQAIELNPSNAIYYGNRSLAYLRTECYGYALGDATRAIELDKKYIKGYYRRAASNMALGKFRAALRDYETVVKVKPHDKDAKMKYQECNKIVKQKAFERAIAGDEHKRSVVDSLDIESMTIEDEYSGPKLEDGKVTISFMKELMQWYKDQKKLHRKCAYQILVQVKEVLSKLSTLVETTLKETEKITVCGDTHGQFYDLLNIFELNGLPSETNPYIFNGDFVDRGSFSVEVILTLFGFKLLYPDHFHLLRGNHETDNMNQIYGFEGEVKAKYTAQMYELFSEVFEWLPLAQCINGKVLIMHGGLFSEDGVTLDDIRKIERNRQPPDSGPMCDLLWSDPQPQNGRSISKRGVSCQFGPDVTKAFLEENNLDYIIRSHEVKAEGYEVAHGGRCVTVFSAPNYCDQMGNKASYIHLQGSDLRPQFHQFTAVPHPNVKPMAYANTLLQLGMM
# core dimer inh: HCV core protein dimerization inhibition; inhibition, % at 5 µM; hit rate 0.33% among 300,000; TR-FRET GST/Flag-core106 dimerization, 1536-well;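 active = inhibition above the mean of all tested compounds plus 3 SD, set per screening campaign, cut at about 45% in these data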
#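 assay system = GST-tagged and Flag-tagged HCV core protein residues 1-106 | controls = unlabelled core106 and no-GST-core106 wells | incubation = compound-protein-antibody incubation 4 h at 22.5 °C | probe or stimulus = Eu donor and XL665 acceptor anti-tag antibodies | read-out = % inhibition based on acceptor/donor emission ratio | signal = TR-FRET 671 and 617 nm emission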
# * = called active by the depositor; . = not tested or not shown. Not all compounds are listed; count on the stated rates, not on these rows.
# Every second line gives: ZTA counter, PREPL inh, TPT1 inhibitor, Efflux pump mplx, CTSL1 counter, PP1 inh, EBNA-1 inh, PP5 inh, core dimer inh
CCOC(=O)C1CCN(S(=O)(=O)c2cc(Cl)c(C)cc2OC)CC1
  -12, -14, 1, 0.0, -3, -2, 2, 2.4, 2
CC(Oc1ccc2c(-c3ccccc3)cc(=O)oc2c1)C(=O)NC(Cc1c[nH]c2ccc(O)cc12)C(=O)O (stereo not given)
  14, 5, -2, -0.4, 0, -3, 8, -0.1, 0
COc1ccc(-n2cccc2/C=C2\C(=N)N3N=C(c4ccco4)SC3=NC2=O)cc1
  2, 6, 8, -0.1, 1, 38*, 6, 4.3, 48*
Cc1ccc(NC(=O)Cn2nc(C)c3ccccc3c2=O)cc1F
  -15, 6, -9, -0.1, 1, -4, 3, -1.4, 3
Cc1cnc(N)c2c(=O)oc3ccccc3c12
  11, -7, 2, 0.1, 3, -2, 12, -1.1, 10
O=C(CSc1nc2ccccc2o1)c1ccccc1
  5, -11, -3, 0.1, 0, -5, 3, 3.6, 4
COc1cccc(-c2nc(CS(=O)(=O)CC(=O)NCCc3ccc(OC)cc3OC)c(C)o2)c1
  12, -8, -2, 0.1, -1, -1, -14, 4.5, 4
COc1cccc(Cl)c1NC(=O)N1CCN(c2ccnc3cc(Cl)ccc23)CC1
  -7, -1, -2, 0.6, -1, 0, -6, 4.0, 1
CCOc1cc(NC(=S)NCCCN(C)C)c(OCC)cc1NC(=O)c1cccs1
  14, 23, -3, 0.2, 0, -5, 8, 0.1, 2
CCSc1nc(C)nc2c1oc1ccccc12
  10, -3, 5, 0.2, -4, -10, -9, 2.2, -3
N#C/C(=C(/O)COC(=O)c1cccnc1Cl)c1nc2ccccc2[nH]1
  15, 18, 9, 0.0, 5, -1, 5, -0.1, 16
CCCSc1nc(O)c(C(c2ccc(OC)c(O)c2)c2c(O)nc(SCCC)n(C)c2=O)c(=O)n1C
  0, -5, 1, -0.1, 0, 3, -5, 2.8, -3
COc1ccc(/C(C)=N/N2CCCCC2)c(O)c1
  -10, 16, -2, -0.1, 3, 0, 4, -1.8, -13
COc1cc2c(cc1OC)C(c1cccc([N+](=O)[O-])c1)N(C(=O)c1ccccc1C(=O)O)CC2 (stereo not given)
  -12, 0, -4, 0.3, -11, 4, -7, 2.8, 2
Cc1ccccc1/C=C/c1cc[n+](C)cc1
  -13, 1, -2, -0.1, 3, 0, -5, 0.0, -3
c1ccc(-n2ncc3c(N4CCC5(CC4)OCCO5)ncnc32)cc1
  -1, 4, -8, 0.0, -3, 0, 10, 1.1, 3
CC1(CC(=O)N/N=C/c2ccc(-c3ccc(Cl)cc3)o2)OCCO1
  6, -1, 4, 0.3, 3, -1, 2, 1.3, 0
CCOc1cc(NC(=O)C2CCCO2)c(OCC)cc1NC(C)=O (stereo not given)
  14, 1, -4, 0.1, 4, -2, 0, 0.4, -4
CC(NC(=O)COc1ccccc1)C(=O)N1CCN(c2ccccc2)CC1 (stereo not given)
  -9, 0, ., 0.0, ., 0, ., 1.8, .
C/C(=N/NC(N)=S)c1ccccc1[N+](=O)[O-]
  2, 0, 1, -0.1, 5, 0, -2, -0.8, 0

# The list goes on (two carried over from the part before).
# Every second line gives: ZTA counter, PREPL inh, TPT1 inhibitor, Efflux pump mplx, CTSL1 counter, PP1 inh, EBNA-1 inh, PP5 inh, core dimer inh
CC(NC(=O)COc1ccccc1)C(=O)N1CCN(c2ccccc2)CC1 (stereo not given)
  -9, 0, ., 0.0, ., 0, ., 1.8, .
C/C(=N/NC(N)=S)c1ccccc1[N+](=O)[O-]
  2, 0, 1, -0.1, 5, 0, -2, -0.8, 0
O=C(Nc1nc(-c2ccc(Cl)cc2Cl)cs1)C1CCCO1 (stereo not given)
  5, -4, -3, 0.8, 1, 1, 5, 5.5, -6
CCCCc1nn2c(N)c(/C=C3\C=Nc4ccccc43)c(=O)nc2s1
  5, 9, 5, -1.1, 5, -3, 2, -0.7, 7
O=C(N1CCN(c2ccccc2)CC1)C1(S(=O)(=O)c2ccc(Cl)cc2)CC1
  0, -53, 0, 0.1, 0, 1, -16, 1.2, 5
CC(NC(=O)C1CCCN1C(=O)OCc1ccccc1)c1ccccc1 (stereo not given)
  -15, -1, -3, -0.1, 2, 1, 7, 0.9, -2
Cc1cc2n(c(=O)c1C#N)CCCN2c1ccccc1
  -5, 7, 3, 0.1, 7, 0, 0, 0.6, 1
NC(CCCCCP(=O)(c1ccccc1)c1ccccc1)C(=O)O (stereo not given)
  -18, -3, 7, 0.1, -2, 5, -10, 1.1, -30
CCOC(=O)N1CCN(C(=O)CN(CC)S(=O)(=O)c2cc(C)ccc2OC)CC1
  14, 17, 5, 0.1, -2, -2, 3, 2.0, -18
COc1cc(C2C(C(=O)c3ccc(C)o3)=C(O)C(=O)N2CCCn2ccnc2)cc(OC)c1OC (stereo not given)
  -1, 5, 5, 0.0, 1, -2, -3, 0.2, -5
O=C(NCCc1ccccc1)c1cc(-c2ccncc2)nc2ccc(S(=O)(=O)N3CCOCC3)cc12
  3, 9, -3, 0.2, 2, 1, 9, -0.4, -4
CCC(=O)Nc1nc2cc(OC)ccc2s1
  -14, -14, -2, 0.0, -2, -4, -11, 3.7, -4
Cc1ccc(C(=O)Cn2nnc3ccccc32)cc1[N+](=O)[O-]
  3, 14, 3, 0.1, -3, -6, -7, -1.6, 1
Cc1cccc(CN2CCc3c(OCC(=O)NCc4ccco4)cccc3C2=O)c1
  -9, 8, 2, -0.1, -4, 0, -1, 8.0, 8
Cc1ccnc(NC(=O)Cc2c(F)cccc2Cl)c1
  -12, 7, 0, -0.1, 0, 2, -5, 0.1, -7
Cn1c(-c2ccc3c(c2)OCO3)cnc1NC(=O)CCC(=O)NCCc1ccccc1
  -1, 2, -1, 0.0, -3, 3, 12, 0.5, -4
CCN(CC)C(=O)c1[nH]cnc1C(=O)N[C@@H](C)c1ccccc1
  -9, 22, ., -0.3, ., 3, ., 1.6, .
CCOC(=O)Cc1csc(NC(=O)CSc2nnc(-c3ccncc3)o2)n1
  9, 1, -3, -0.2, 5, -4, 6, -2.6, 1
Cc1ccc(Sc2nc3ccc(C)cn3c(=O)c2/C=N/O)cc1
  -5, 10, 1, 0.0, 4, -4, -1, -2.7, 1
CC(C)Cc1csc(NC(=O)c2ccc(Br)cc2)c1C(=O)O
  -2, 0, -1, 0.0, -1, -1, -8, -1.6, 10
O=C1CC2(CCCCC2)Oc2ccc(OCC(=O)N3CCOCC3)cc21
  10, 2, -2, -0.1, 3, 3, 0, 0.3, -1
COC(=O)c1cccc(-n2c(C)cc(C=O)c2C)c1C
  -9, 5, 0, 0.2, -2, 2, 13, -3.4, 2

# Part of the list above, reformatted.
O=C1CC2(CCCCC2)Oc2ccc(OCC(=O)N3CCOCC3)cc21
  ZTA counter: 10
  PREPL inh: 2
  TPT1 inhibitor: -2
  Efflux pump mplx: -0.1
  CTSL1 counter: 3
  PP1 inh: 3
  EBNA-1 inh: 0
  PP5 inh: 0.3
  core dimer inh: -1

COC(=O)c1cccc(-n2c(C)cc(C=O)c2C)c1C
  ZTA counter: -9
  PREPL inh: 5
  TPT1 inhibitor: 0
  Efflux pump mplx: 0.2
  CTSL1 counter: -2
  PP1 inh: 2
  EBNA-1 inh: 13
  PP5 inh: -3.4
  core dimer inh: 2

# Continued.
# Every second line gives: ZTA counter, PREPL inh, TPT1 inhibitor, Efflux pump mplx, CTSL1 counter, PP1 inh, EBNA-1 inh, PP5 inh, core dimer inh
COc1cc2c(cc1OC)CN(C(C)C(=O)N1CCc3ccccc31)CC2 (stereo not given)
  8, 2, 0, 0.0, 4, -2, -7, -1.1, -3
Cc1cc(NC(=O)CCN2C(=O)C3C4CCC(C4)C3C2=O)cc(C)c1Br (stereo not given)
  -5, 20, -1, 0.2, 0, 5, 2, 0.2, 2
Cc1ccc(S(=O)(=O)N(C)CC(=O)O/N=C(\N)c2ccccn2)cc1
  -11, 4, 2, 0.2, -35, -4, -4, -0.5, -2
Cc1csc(=O)n1CC(=O)OCC(=O)Nc1ccc(F)c(F)c1
  -9, -1, -1, -0.1, 1, -8, 8, -2.1, 1
NC(=O)c1ccc(N2CCN(c3ncc(C(F)(F)F)cc3Cl)CC2)cc1
  -3, -1, 1, 0.0, -2, -3, 3, 1.1, -2
Cn1c(Cn2c(=O)sc3ccccc32)nnc1SCC(=O)N1CCN(c2ccccc2)CC1
  -2, 2, -3, 0.0, 2, -1, 7, -0.7, -4
CCN(CC)CCn1c2ccccc2c2n[nH]c(=S)nc21
  -3, 34, -8, 0.0, 13, 5, 10, 0.0, 12
CCOC(=O)c1c(-c2ccccc2)csc1NC(=O)c1nn(CC)cc1Br
  2, -7, 0, 0.1, 0, 0, 8, 1.2, 11
CCOc1ccc(NC(=O)CN(C)c2ccc(S(=O)(=O)N(C(C)C)C(C)C)cn2)cc1OCC
  14, 17, 0, 0.1, 0, 1, 3, 2.4, 5
Cc1cccc(Cc2c(C)nc3c(C(=O)NCc4ccco4)cnn3c2C)c1
  -17, -7, -3, -0.1, -1, 9, -4, 2.7, 12
Cc1cc(-c2ccccc2)[nH]c(=O)c1S(=O)(=O)c1ccccc1
  3, -28, 0, -0.2, 1, -1, 8, 1.1, 6
Cc1cc(C)c2c(C)[nH]nc2n1
  -2, 7, -2, -0.1, 3, 1, 5, 1.1, 1
O=C1CC(N2CCN(C3CC(=O)N(CCc4ccccc4)C3=O)CC2)C(=O)N1CCc1ccccc1 (stereo not given)
  -12, 10, -1, 0.0, -2, -2, -5, 0.4, -11
CCOc1ncccc1C(=O)OCC(=O)c1cccc(Br)c1
  5, 3, -6, 0.0, -7, -4, -1, 1.1, 2
O=C(Nc1scc(-c2ccc(Br)cc2)c1C(=O)O)c1ccccc1F
  8, 5, 0, 0.0, 4, 2, 9, 0.3, 8
COc1ccc(C(CC(=O)O)NC(=O)c2ccccc2[N+](=O)[O-])cc1 (stereo not given)
  -5, 13, -3, 0.0, 0, -4, 6, 2.7, -2

# Ordered by molecular weight (low to high): some entries from above
# Every second line gives: ZTA counter, PREPL inh, TPT1 inhibitor, Efflux pump mplx, CTSL1 counter, PP1 inh, EBNA-1 inh, PP5 inh, core dimer inh
CCC(=O)Nc1nc2cc(OC)ccc2s1
  -14, -14, -2, 0.0, -2, -4, -11, 3.7, -4
Cc1ccnc(NC(=O)Cc2c(F)cccc2Cl)c1
  -12, 7, 0, -0.1, 0, 2, -5, 0.1, -7
CCN(CC)CCn1c2ccccc2c2n[nH]c(=S)nc21
  -3, 34, -8, 0.0, 13, 5, 10, 0.0, 12
O=C(Nc1nc(-c2ccc(Cl)cc2Cl)cs1)C1CCCO1 (stereo not given)
  5, -4, -3, 0.8, 1, 1, 5, 5.5, -6
